KLK7 zymogen act = proKLK7 zymogen activators, primary screen, biochemical, fluorescence intensity | Kallikrein-7 (Homo sapiens), P49862 | purified proKLK7, EDANS-DABCYL substrate fluorescence; 100% is mature enzyme control, 0% vehicle | activation, % at 7 µM | hit rate 0.9% among 370,000;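 active = activation above the mean of all tested compounds plus 3 SD, computed per campaign excluding outliers beyond control limits, cut at about 13% in these data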
Target sequence (P49862 whole entry, looked up): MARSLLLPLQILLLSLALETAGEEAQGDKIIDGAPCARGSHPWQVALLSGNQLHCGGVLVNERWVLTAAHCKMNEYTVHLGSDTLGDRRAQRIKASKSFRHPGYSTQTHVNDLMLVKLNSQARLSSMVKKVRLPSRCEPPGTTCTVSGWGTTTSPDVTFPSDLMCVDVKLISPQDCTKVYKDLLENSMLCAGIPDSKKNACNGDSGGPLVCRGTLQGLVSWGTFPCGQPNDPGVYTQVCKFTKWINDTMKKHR
FXN GAA850 act = FXN promoter activators, primary screen, cell-based, luciferase luminescence, HEK293 lucGAA850 | HEK293 lucGAA850 FXN promoter luciferase reporter, 24 h; percent of 10 µM SAHA response | activation, % at 6 µM | hit rate 0.56% among 360,000 | AID 540364, 2011;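 active = activation above the average of all compounds screened plus 3 SD, cutoff fixed separately per campaign, cut at about 7.5% in these data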;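 note: 0% = DMSO wells and 100% = 10 µM SAHA wells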
sPLA2-III inh = human group III sPLA2 inhibitors, primary screen, biochemical, QFRET, BODIPY PC-A2 liposome substrate | AID 743126, 2013 | hit rate 0.56% among 370,000 | inhibition, % at 12.2 µM | Group 3 secretory phospholipase A2 (Homo sapiens), Q9NZ20 | QFRET BODIPY PC-A2 liposome hydrolysis, fluorescence;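 active = inhibition above mean plus 3 SD of compounds lying within the high and low control bounds, cut at about 19% in these data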;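 note: 0% = median of test compound wells and 100% = no enzyme DMSO wells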
DAX1 inh-1 = DAX1 (NR0B1) inhibitors on StAR promoter, primary screen, cell-based, luminescence, SF-1 (NR5A1), full-length DAX-1 | HEK293T StAR-luciferase reporter, SF-1/DAX-1 repression relief | inhibition, % at 6.8 µM | hit rate 1.1% among 370,000 | AID 652010, 2013;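 active = inhibition above the mean over all tested compounds plus 3 SD, cut at about 3.6% in these data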;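 note: 0% = DAX-1 cells with DMSO and 100% = cells lacking DAX-1 with DMSO; higher inhibition means more luminescence from relief of DAX-1 repression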
GC-B act = human GC-B receptor activators, primary screen, HEK293 GC-B cells, cGMP TR-FRET, EC30 CNP; Atrial natriuretic peptide receptor 2 (Homo sapiens), P20594; 0% at EC30 CNP, 100% saturating CNP; activation, % at 10 µM; hit rate 0.11% among 370,000;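 active = activation at 10 µM reaching about 35% in either raw or pattern-adjusted values, limit read from the data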
hgDAF12 agonist = H. glycines DAF-12 receptor agonists, primary screen, cell-based, luminescence, HEK293, GAL4 fusion, UAS-luciferase. activation, % at 6.8 µM. HEK293 GAL4-hgDAF12 UAS-luciferase reporter, agonist luminescence; normalized to butyrate control. hit rate 1.8% among 370,000;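 active = activation above a cutoff set at the mean of all screened compounds plus 3 SD, cut at about 10% in these data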;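 note: 0% = DMSO wells and 100% = sodium butyrate wells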
SMARCA2 activ = SMARCA2 (BRM) function activators, primary screen, cell-based, luminescence, high throughput. MG213 cells, MMTV-luciferase reporter, dexamethasone, overnight. activation, % at 9.1 µM. hit rate 1% among 370,000; in the data active = activation above about 7.8%;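 note: 0% = vehicle wells and 100% = reference activator wells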
hcDAF12 agonist = H. contortus DAF-12 nuclear receptor activators, primary screen, cell-based, luminescence, HEK293, lit1-tk-luc reporter; HEK293 hcDAF-12 lit1-tk-luc reporter; 0% DMSO, 100% Δ7-dafachronic acid; activation, % at 6.8 µM; hit rate 1.4% among 370,000;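 active = activation above the mean of all tested compounds plus 3 SD, cut at about 5.5% in these data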;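 note: 100% = response to 3 µM Δ7-dafachronic acid high control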
DAX1 inh-2 = DAX1 (NR0B1) inhibitors, primary screen, cell-based, HEK293, Gal4-DAX1, luciferase luminescence; Nuclear receptor subfamily 0 group B member 1 (Homo sapiens), P51843; HEK293 Gal4-DAX1 luciferase reporter; inhibition, % at 6.75 µM; hit rate 0.99% among 340,000; AID 504766, 2011;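 active = inhibition above the mean over all tested compounds plus 3 SD, cut at about 4.2% in these data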;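 note: 0% = DAX1-transfected cells with DMSO and 100% = empty-vector control cells with DMSO; inhibition shows as a rise in luminescence from relieved DAX1 repression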
Target sequence (P51843 207-470 limits assumed): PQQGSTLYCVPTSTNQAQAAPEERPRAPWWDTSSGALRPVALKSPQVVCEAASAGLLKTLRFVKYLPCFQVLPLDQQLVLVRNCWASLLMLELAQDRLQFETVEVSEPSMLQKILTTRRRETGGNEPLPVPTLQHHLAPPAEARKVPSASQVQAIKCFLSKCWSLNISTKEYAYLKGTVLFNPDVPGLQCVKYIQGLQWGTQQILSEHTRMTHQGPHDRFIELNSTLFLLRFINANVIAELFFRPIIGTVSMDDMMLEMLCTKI
GC-A act = GC-A stimulated cGMP production enhancers – HEK293 GC-A cells, cGMP TR-FRET, EC30 ANP, primary screen. Atrial natriuretic peptide receptor 1 (Homo sapiens), P16066. 0% at EC30 ANP, 100% saturating ANP. activation, % at 10 µM. hit rate 0.14% among 370,000. AID 1671463, 2021; in the data active = activation above about 40%
ssDAF-12 act = S. stercoralis DAF-12 nuclear receptor activators, primary screen, cell-based, luminescence, HEK293, GRIP1 co-expression, lit1-tk-luc | HEK293 ssDAF-12/GRIP1 lit1-tk-luc reporter; % of 3 µM dafachronic acid response | activation, % at 6.8 µM | hit rate 1% among 370,000 | AID 652126, 2013;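 active = activation above the mean over all tested compounds plus 3 SD, cut at about 0.9% in these data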;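 note: 0% = DMSO-only wells and 100% = 3 µM delta7-dafachronic acid wells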
* hit, by the source's call; nt = not tested or not shown. An unsorted share of the library. Share with any hit: about 6.7%.

Each structure is followed by: KLK7 zymogen act	FXN GAA850 act	GC-A act	DAX1 inh-2	SMARCA2 activ	GC-B act	sPLA2-III inh	ssDAF-12 act	DAX1 inh-1	hgDAF12 agonist	hcDAF12 agonist
- CC(Sc1nnc(-c2ccco2)o1)C(=O)NCCC1=CCCCC1 (stereo not given)
 : 0.3	-2.1	1.3	0.5	-1.7	4.9	-1.8	-1.2	0.6	1.9	-0.8
- CC(C)n1c(CNC(=O)c2ccccc2F)nnc1SCC(=O)NC1CCCCC1
 : 0.2	1.4	-2.0	0.7	-1.3	2.2	-5.1	-1.2	-0.2	-1.9	0.8
- COc1cccc(/C=N/NC(=O)C(=O)N/N=C/c2cccc(OC)c2O)c1O
 : 0.1	1.8	3.8	nt	-3.3	-4.3	5.2	-1.0	-0.8	-0.1	-0.7
- C=CCn1c(-c2ccccc2)ccc(C#N)c1=O
 : -0.1	1.5	-0.3	2.9	0.5	-0.5	0.1	-1.2	-0.1	-0.5	0.8
- Cc1ccc(C(=O)Nc2c(C(=O)N3CCOCC3)cnn2-c2ccccc2)cc1
 : 0.4	-2.8	-0.4	-0.4	1.0	-8.6	0.6	-1.6	-0.3	-1.5	-0.5
- O=C1OC(=O)c2cc([N+](=O)[O-])ccc21
 : 0.3	-1.0	0.2	0.4	5.5	-12.4	3.2	-1.5	0.5	1.1	-2.2
- Cc1ccc2cc(CN(Cc3ccc(F)cc3)Cc3nnnn3C3CCCC3)c(=O)[nH]c2c1
 : 0.7	-1.4	-0.6	2.2	-0.2	-0.9	-7.1	-0.1	-0.3	-0.7	-1.5
- COc1ccc(C2OC(CCc3ccccc3)Cc3[nH]c(=S)[nH]c(=O)c32)cc1 (stereo not given)
 : 0.6	nt	-2.0	nt	-3.2	-0.6	6.6	-1.1	-1.8	-1.4	0.7
- C[C@H](NC(=O)c1nc[nH]c1C(=O)N(C)CCO)c1ccccc1
 : 0.5	nt	4.2	nt	-2.3	4.4	4.8	-0.5	-1.1	-2.1	-2.5
- COc1cccc(NC(=O)N[C@@H](Cc2ccccc2)C(=O)O)c1
 : -0.4	-0.3	4.0	1.7	0.2	0.1	7.3	-1.1	0.2	0.2	-1.7

8 entries out of the list, ordered by length of the SMILES, rising.
Each structure is followed by: KLK7 zymogen act	FXN GAA850 act	GC-A act	DAX1 inh-2	SMARCA2 activ	GC-B act	sPLA2-III inh	ssDAF-12 act	DAX1 inh-1	hgDAF12 agonist	hcDAF12 agonist
- C=CCn1c(-c2ccccc2)ccc(C#N)c1=O
 : -0.1	1.5	-0.3	2.9	0.5	-0.5	0.1	-1.2	-0.1	-0.5	0.8
- O=C1OC(=O)c2cc([N+](=O)[O-])ccc21
 : 0.3	-1.0	0.2	0.4	5.5	-12.4	3.2	-1.5	0.5	1.1	-2.2
- CC(Sc1nnc(-c2ccco2)o1)C(=O)NCCC1=CCCCC1 (stereo not given)
 : 0.3	-2.1	1.3	0.5	-1.7	4.9	-1.8	-1.2	0.6	1.9	-0.8
- COc1cccc(NC(=O)N[C@@H](Cc2ccccc2)C(=O)O)c1
 : -0.4	-0.3	4.0	1.7	0.2	0.1	7.3	-1.1	0.2	0.2	-1.7
- C[C@H](NC(=O)c1nc[nH]c1C(=O)N(C)CCO)c1ccccc1
 : 0.5	nt	4.2	nt	-2.3	4.4	4.8	-0.5	-1.1	-2.1	-2.5
- CC(C)n1c(CNC(=O)c2ccccc2F)nnc1SCC(=O)NC1CCCCC1
 : 0.2	1.4	-2.0	0.7	-1.3	2.2	-5.1	-1.2	-0.2	-1.9	0.8
- Cc1ccc(C(=O)Nc2c(C(=O)N3CCOCC3)cnn2-c2ccccc2)cc1
 : 0.4	-2.8	-0.4	-0.4	1.0	-8.6	0.6	-1.6	-0.3	-1.5	-0.5
- Cc1ccc2cc(CN(Cc3ccc(F)cc3)Cc3nnnn3C3CCCC3)c(=O)[nH]c2c1
 : 0.7	-1.4	-0.6	2.2	-0.2	-0.9	-7.1	-0.1	-0.3	-0.7	-1.5

Additional compounds follow:
Each structure is followed by: KLK7 zymogen act	FXN GAA850 act	GC-A act	DAX1 inh-2	SMARCA2 activ	GC-B act	sPLA2-III inh	ssDAF-12 act	DAX1 inh-1	hgDAF12 agonist	hcDAF12 agonist
- CC(C)C(=O)N1CCC(n2nccc2NC(=O)CCOc2ccccc2)CC1
 : -0.1	0.8	-1.5	0.0	-2.1	-1.1	1.8	-0.5	1.4	-0.9	0.4
- N/C(=N\NC(=O)c1cccc(F)c1)c1cc2ccccc2oc1=O
 : -0.3	0.4	3.1	-1.6	-1.3	1.3	11.4	0.2	1.4	6.5	3.8
- Fc1cccc(Nc2nc3ccccc3n3nnnc23)c1
 : 0.0	3.9	0.2	0.8	3.9	-6.4	2.0	-0.8	1.1	4.0	2.6
- Cc1ccc(Nc2ncc(C(=O)NCCCN3CCN(C)CC3)c3ccccc23)cc1Cl
 : 0.8	-0.5	14.4	0.9	2.6	0.1	-12.6	-0.9	0.5	-0.4	0.8
- COc1ccccc1-n1cnc2c(c1=O)c1nc3ccccc3nc1n2-c1ccc(C)c(C)c1
 : -0.6	0.2	1.1	0.4	1.3	-8.3	2.9	-1.6	0.7	0.8	0.1
- CC1Cc2ccccc2N1C1=NS(=O)(=O)c2ccccc21 (stereo not given)
 : 0.4	0.8	-2.6	2.8	1.6	4.8	-1.7	-1.6	-0.1	4.3	-1.2
- O=C(CNC(=O)c1cc2c(s1)CCC2)Nc1ccccc1Br
 : -0.7	6.2	-0.9	1.6	3.6	-1.2	-0.9	-0.7	0.5	4.8	1.4
- CC1=CC2(C#N)C3(N=C(N)C2(C#N)C(c2ccccc2)N1)OCCO3 (stereo not given)
 : -10.8	0.8	6.7	0.1	-0.2	5.8	8.1	-1.5	-0.4	1.8	1.5
- O=C(c1cc(Cl)ccc1O)N1CCN(S(=O)(=O)Cc2ccccc2)CC1
 : 0.0	1.3	-1.8	0.1	-0.9	0.8	-4.4	-0.9	-1.0	-3.5	-1.4
- CN(C)c1cc(-c2ccc(Cl)cc2)oc(=O)c1Cl
 : -0.5	1.2	3.5	-2.2	0.3	6.1	-7.2	-0.6	-0.9	-0.6	-0.9
- C/C(=N/NS(=O)(=O)c1ccc(F)cc1)c1ccncc1
 : 0.5	0.7	5.8	1.8	-1.0	1.8	-3.8	-0.7	1.3	1.8	0.5
- C/C(=N\NC(=O)c1c(C)nc2ccccn12)c1ccc(N2CCOCC2)cc1
 : 0.4	0.6	3.8	-1.1	-0.4	-6.5	0.1	-0.1	-0.1	-2.0	0.6

Source: PubChem
